HSP90 inh = inhibitors of HSP90 luciferase refolding in rabbit reticulocyte lysate. luciferase refolding luminescence, 3 h. inhibition, % at 5.6 µM. 290,000 tested, 0.91% active;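 active = inhibition above the screen-wide mean plus 3 SD, computed separately per campaign, cut at about 16% in these data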;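 also: 0% = DMSO wells and 100% = 60 µM geldanamycin wells; inhibitors lower the luminescence because luciferase stays unfolded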
HSF1 inhib = HSF1 inhibition | 300,000 tested, 0.77% active | NIH3T3-HGL HSE-luciferase, MG132-induced, luminescence 8 h; active compounds read low | activity change, negative = inhibition, % at 7.5 µM (by protocol);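 active = more than half of replicate wells show activity change below -50%, luminescence cut by over half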;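 also: luciferase reports HSF-1 transcriptional activity via heat shock element; 0% = median of DMSO wells and -100% = zero luminescence signal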
Platelet DG rel = modulates dense granule release in human platelets; human platelet-rich plasma, SFLLRN dense granule ATP release, luminescence; inhibition, %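 (compounds screened at 7.5 µM in platelet-rich plasma)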; 300,000 tested, 0.22% active; AID 1663;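 active = mean replicate score, as percent of positive control, at or above 50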
KLF5 inh = suppresses KLF5 promoter-driven expression; DLD-1 KLF5 promoter-luciferase reporter, luminescence; inhibition, % at 5 µM; 290,000 tested, 0.23% active;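 active = inhibition above a per-plate limit of that plate's mean compound inhibition plus 3 SD, cut at about 60% in these data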;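 also: 0% = DMSO wells and 100% = LY294002 at 200 µM; higher means less KLF5 promoter-driven luciferase light; inactives centre near -14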
IEC-6 tox = counter-screen for KLF5 inhibitors: cytotoxicity in IEC-6 cells | IEC-6 cytotoxicity, luminescence viability | 290,000 tested, 0.78% active | inhibition, % at 5 µM | AID 1825; in the data active = inhibition above about 22%;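 also: 0% = plate median of test compound wells and 100% = cytotoxic reference compound wells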
aSyn 5UTR inh = MLPCN primary screen, SNCA 5' untranslated region. alpha-synuclein 5'UTR reporter, inhibitor activity. inhibition, % (tested at 7.5 µM). 300,000 tested, 0.82% active. AID 1813; in the data active = inhibition above about 60%;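 also: H4 neuroglioblastoma cells stably carrying SNCA 5'UTR luciferase fusion; 0% = DMSO wells and 100% = positive control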
HSF1 activator = increases HSF-1 driven luciferase reporter signal. activation, % at 9 µM. NIH3T3-HGL HSF-1 luciferase reporter, MG132, 8 h; 100% = twice DMSO control signal. 300,000 tested, 1.7% active. AID 504408;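 active = mean replicate activation of at least 50% with a set share of replicates each reaching 50%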;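 also: 0% = median of the neutral control wells and 100% = twice that signal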
GSK3beta inhib = blocks human GSK3beta kinase activity; AID 2097; 300,000 tested, 0.038% active; GST-GSK3beta kinase, ADP-Glo luminescence, 60 min; active compounds read low; P49841; activity score (negative = inhibition), % at 10 µM;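 active = more than half of replicate wells score below -50%, meaning over 50% inhibition versus plate controls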;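 also: 0% = median DMSO wells and -100% = median GW8510 positive control wells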
Target sequence (P49841 whole entry, looked up): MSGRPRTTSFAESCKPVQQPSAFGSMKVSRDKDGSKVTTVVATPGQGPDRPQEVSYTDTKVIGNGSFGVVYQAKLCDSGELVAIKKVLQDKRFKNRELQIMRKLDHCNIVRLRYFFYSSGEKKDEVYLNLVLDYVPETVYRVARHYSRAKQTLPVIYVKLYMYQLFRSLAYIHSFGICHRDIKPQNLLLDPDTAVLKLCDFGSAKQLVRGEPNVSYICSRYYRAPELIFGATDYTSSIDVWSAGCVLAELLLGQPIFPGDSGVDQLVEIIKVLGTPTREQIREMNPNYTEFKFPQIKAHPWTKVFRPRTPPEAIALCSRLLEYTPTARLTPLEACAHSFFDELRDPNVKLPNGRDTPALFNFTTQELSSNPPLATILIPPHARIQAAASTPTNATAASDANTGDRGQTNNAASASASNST
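Test system: GST-tagged human GSK3beta kinase, cell-free; evaluation: activity score scaled between in-plate DMSO and GW8510 controls; measured by: ADP-Glo luminescence; incubation: 60 min reaction, RT; benchmarks: DMSO and 20 µM GW8510; reagent: peptide substrate plus 25 µM ATP (final); medium: Tris/MgCl2 kinase buffer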
Dyrk1A ADPGlo = blocks rat Dyrk1A kinase activity. inhibition, % at 12.5 µM. Q63470. 310,000 tested, 0.43% active. ADP-Glo luminescence, NFATc1 peptide; in the data active = inhibition above about 50%;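 also: plate controls were vehicle with enzyme for no effect and no enzyme for full effect; many of its hits are not listed in these tables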
GSK3A inh = inhibitors of human GSK-3 alpha kinase; P49840; ADP-Glo luminescence, 60 min; inhibition, % at 10 µM; 320,000 tested, 0.1% active; AID 2650;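 in the data active = inhibition above about 50%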;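 also: GST-tagged GSK-3 alpha with peptide substrate and 25 µM ATP; 0% = DMSO neutral wells and 100% = GW8510 positive control wells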
Target sequence (P49840 whole entry, looked up): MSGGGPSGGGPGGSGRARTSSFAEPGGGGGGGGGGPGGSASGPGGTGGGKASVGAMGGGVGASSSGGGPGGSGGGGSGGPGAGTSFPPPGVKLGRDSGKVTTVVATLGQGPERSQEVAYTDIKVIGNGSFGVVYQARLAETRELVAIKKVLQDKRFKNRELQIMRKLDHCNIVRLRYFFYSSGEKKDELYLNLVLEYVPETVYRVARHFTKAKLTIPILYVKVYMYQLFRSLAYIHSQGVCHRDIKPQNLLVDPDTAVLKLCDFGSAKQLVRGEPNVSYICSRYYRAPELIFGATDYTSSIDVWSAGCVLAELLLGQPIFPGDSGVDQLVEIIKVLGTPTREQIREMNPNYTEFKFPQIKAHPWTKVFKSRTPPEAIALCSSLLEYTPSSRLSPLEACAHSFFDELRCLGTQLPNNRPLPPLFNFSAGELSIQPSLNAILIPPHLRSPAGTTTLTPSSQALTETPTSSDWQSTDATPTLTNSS
* hit, by the source's call; . = not tested or not shown. These rows are one share of the data (hit frequency here may not be typical).

SMILES	HSP90 inh	HSF1 inhib	Platelet DG rel	KLF5 inh	IEC-6 tox	aSyn 5UTR inh	HSF1 activator	GSK3beta inhib	Dyrk1A ADPGlo	GSK3A inh
Cc1ccc(S(=O)(=O)c2cc(OC(=O)c3ccco3)ccc2OC(=O)c2ccco2)cc1	-6.0	-5.7	26.0	20.4	-8.5	6.9	0.3	-0.2	-2.3	-3.5
CN(Cc1ccccc1)S(=O)(=O)c1ccc2c(c1)n(C)c(=O)c(=O)n2C	-0.6	1.5	0.0	1.2	3.4	3.4	-19.5	0.3	-3.3	-4.3
NS(=O)(=O)c1ccc(CNC(=O)CCS(=O)(=O)Cc2ccccc2)cc1	-0.2	-5.6	-0.6	-21.1	1.1	-5.7	-0.8	0.0	-5.1	-0.6
COc1ccc(-c2ocnc2C(=O)NCc2nn(-c3ccccc3)nc2C)cc1	-0.3	.	.	-22.7	-10.0	.	.	-4.0	.	-2.1
COc1ccccc1CNC(=O)COc1ccccc1C	4.3	14.8	-12.4	-39.7	-5.3	-11.7	38.2	-1.5	.	1.0
CN(C)S(=O)(=O)N1CCN(c2ccc([N+](=O)[O-])c(NC3CC3)c2)CC1	-1.2	-8.6	-1.8	-1.8	3.9	5.8	-3.6	6.6	-8.2	-0.1
C=CCNC(=S)NNC(=O)c1cccn(Cc2ccc(Cl)cc2)c1=O	1.4	10.5	0.8	-3.5	-0.4	0.7	11.9	-5.4	-8.7	-1.9
COc1ccc(N=C2NC(=O)C(CO)(CO)S2)cc1	-0.7	-14.2	-1.2	-41.0	-6.2	4.6	-30.6	1.4	-7.5	-2.2
COc1ccc(Cl)cc1C(=O)Nc1cccnc1	3.6	-3.5	-2.5	-10.1	0.1	-14.8	-4.1	-5.8	4.9	2.2
CCOC(=O)CCSc1nc(N2CCOCC2)c2c(c1C#N)CC(C)(C)OC2	-3.5	-5.2	9.2	-10.2	-6.3	14.3	-8.5	-2.6	0.0	-1.1
O=C(CCc1ccccc1)NC(=S)NCc1ccco1	0.1	10.9	-25.4	-17.4	2.6	3.3	18.5	-8.7	1.8	0.5
O=C(C1CCCO1)N1CCN(C(=S)Nc2cccc(Cl)c2)CC1 (stereo not drawn)	-2.2	7.9	10.4	5.6	3.2	2.6	22.0	-4.9	-2.7	0.1
CN(C)S(=O)(=O)c1ccc(NC(=O)c2ccc([N+](=O)[O-])cc2)cc1	4.6	1.3	4.9	-29.3	6.0	14.9	-21.9	5.5	0.0	.
N#CC1=C(N)Oc2c(O)cc3ccccc3c2C1c1ccsc1 (stereo not drawn)	-3.1	42.4	-1.2	-2.4	4.8	-7.0	71.4*	-2.2	35.5	7.9
CCN(CC(=O)NC1CCS(=O)(=O)C1)S(=O)(=O)c1ccc(Cl)cc1C(F)(F)F (stereo not drawn)	.	2.3	4.3	.	.	-1.1	-5.9	-0.5	3.8	-1.0
CC(=O)c1cccc(NC(=O)NCCc2ccc(Cl)cc2)c1	-1.2	2.4	-10.1	-26.7	10.2	-47.0	16.5	3.7	-4.0	1.6
Oc1ccc(C2=CSC3=NCCN23)cc1O	0.0	-3.4	-2.6	-62.2	-2.0	-16.1	11.5	-0.8	-1.1	-2.1
CCOc1ccc2[nH]c(C(=O)N/N=C/c3ccccc3OC)cc2c1	2.5	-13.7	-0.2	59.9	47.7*	-116.2	-5.6	-5.9	6.0	-0.1
O=C1c2ccccc2-c2nccnc21	0.3	-9.9	-7.0	6.4	-7.4	4.9	-11.2	5.4	-6.3	-1.5
CC1(C)OC2C(O1)[C@@H](CO)O[C@H]2n1cnc2c(N)ncnc21 (stereo partly drawn)	-2.9	-5.2	8.0	-21.5	-5.7	21.1	5.6	-0.1	.	2.0
Cc1cc(=O)oc2cc(OCC(=O)N3CCN(C(=O)C4COc5ccccc5O4)CC3)ccc12 (stereo not drawn)	-4.4	5.8	-13.0	-37.4	1.5	6.8	4.0	3.8	2.0	-15.5
c1ccc(COC2CCCN(Cc3nc(-c4cnccn4)no3)C2)nc1 (stereo not drawn)	-0.3	-0.2	-1.5	-11.6	-0.3	17.4	-3.6	1.8	1.1	-1.8
O=C(c1ccc(S(=O)(=O)N2CCCCCC2)cc1)N1CCCC(C(F)(F)F)C1 (stereo not drawn)	.	-4.1	0.0	.	.	-4.1	-1.2	-1.2	5.8	-3.9
CC(C)(C)C(=O)N1CCC(O)(CS(=O)(=O)Cc2ccccc2)CC1	-1.3	-2.6	2.6	-28.3	-6.0	0.6	-17.8	2.9	.	-1.7
COc1ccc(N2CCN(C(=O)CCNC(=O)c3ccccc3)CC2)cc1	-3.7	1.6	7.8	-5.5	0.4	7.3	3.1	2.2	-1.6	-0.1

The results go on:
SMILES	HSP90 inh	HSF1 inhib	Platelet DG rel	KLF5 inh	IEC-6 tox	aSyn 5UTR inh	HSF1 activator	GSK3beta inhib	Dyrk1A ADPGlo	GSK3A inh
CCOc1ccc(OCC(=O)OCn2c(SC)nnc(C)c2=O)cc1	-2.3	-12.6	1.3	-11.7	-7.1	-2.1	-6.5	-0.8	-3.8	-0.3
CCOc1ncccc1C(=O)OCc1ccccc1	0.8	-9.5	-3.1	1.8	8.6	13.2	-31.7	1.2	6.7	-2.6
O=C(CN1CCN(Cc2ccccc2Cl)CC1)N=Nc1c(O)[nH]c2ccccc12	-4.2	11.5	4.3	-11.4	8.6	32.6	52.1*	-3.4	-0.2	10.6
O=C(NCCc1c[nH]c2ccccc12)c1cc(S(=O)(=O)N2CCCCC2)ccc1N1CCOCC1	3.4	12.6	7.3	7.3	3.7	-2.1	25.0	2.8	-0.6	-3.9
COc1ccccc1CNC(=O)Cc1ccc(OC)c(OC)c1	0.2	-2.4	-1.2	-12.5	-0.5	6.1	1.1	2.0	-6.6	-2.1
COc1ccc(CCN(C)c2ccc(S(=O)(=O)N3CCCC3)cc2[N+](=O)[O-])cc1OC	-1.5	3.9	-35.7	-20.9	6.4	7.9	19.9	1.7	3.2	-1.1
Cc1ccc(C2(C)NC(=O)N(CC(=O)N(C)CC(=O)Nc3cccc4ccccc34)C2=O)cc1 (stereo not drawn)	.	-3.7	15.8	.	.	3.3	8.6	1.9	-2.6	-2.4
Cc1ccc(Oc2nc3ccccn3c(=O)c2/C=C(\C#N)C(=O)NC2CCS(=O)(=O)C2)cc1 (stereo not drawn)	5.1	19.0	13.0	-2.4	11.5	-9.7	43.6	1.2	-1.4	0.9
CCOC(=O)c1c(NC(=O)c2ccc(Br)o2)sc(C)c1CC	-0.7	1.7	9.0	-4.3	-3.8	20.3	-4.7	3.0	-1.9	-4.0
CS(=O)(=O)N1CCc2cc(-c3csc(NC(=O)C(c4ccccc4)c4ccccc4)n3)ccc21	1.0	2.0	2.4	-4.7	-5.2	34.7	6.7	-0.3	0.2	-0.6
N#Cc1c(Cl)cccc1Oc1ccc(S(=O)(=O)Nc2ccccc2)cc1	4.0	-8.6	-10.8	7.0	10.0	9.1	-2.8	-0.2	.	-2.1
Cc1ccc2[nH]c(-c3ccccc3)c(CN3CCN(C)CC3)c(=O)c2c1	3.4	-5.5	7.9	-22.3	-0.9	-61.2	8.5	2.6	-15.0	-3.5
Cc1nn2c(NC(C)C)c3c(nc2c1-c1ccccc1)CCC3	1.8	-4.6	-2.8	-26.7	-6.0	30.8	-4.4	-1.6	5.6	-3.0
CCOc1cc(C(=O)Nc2cnccn2)cc(OCC)c1OCC	-3.1	11.7	-0.2	18.2	8.7	-10.7	20.7	0.4	8.1	-1.2
O=C(N/N=C\c1cccnc1)c1cc(-c2ccccc2)nc2c(Cl)cccc12	6.1	-2.7	-3.2	17.1	7.4	3.6	20.2	-27.0	-5.5	3.5
Cc1cc(CNC(=O)[C@H](C)[C@@H]2C[C@@]2(C)[C@@H](NC(=O)OCc2ccccc2)c2ccccc2)nn1C	-5.5	.	.	14.3	1.8	.	.	.	8.0	0.5
O=[N+]([O-])c1cc2oc3c(c2c(C=NCc2ccncc2)c1O)CCCC3	-5.0	.	.	-22.0	-5.6	.	.	.	0.8	.
O=C(NCc1cccc(C(F)(F)F)c1)C1CC(c2ccc(C(F)(F)F)cc2)=NO1 (stereo not drawn)	.	22.5	2.2	.	.	16.4	38.2	1.5	1.4	-0.9
Clc1ccc(/C=N/N2CCCCC2)cc1	4.5	5.1	-0.9	-13.5	4.7	-102.6	0.4	1.8	1.3	-1.7
O=C(C(=O)N1CCCC1CO)N1CCCC1CO (stereo not drawn)	0.6	-6.9	5.2	-6.4	-0.2	-4.7	7.2	1.2	-2.1	-4.1
O=C(Cn1c(=O)oc2ccccc21)c1ccccc1	1.5	-2.4	2.4	-45.2	-1.2	-16.0	-2.6	-0.6	.	-0.9
CSc1ccc(Cl)c(C(=O)OCC(=O)N2CC(C)OC(C)C2)c1 (stereo not drawn)	0.7	-10.1	8.4	-1.3	-0.6	9.5	-10.6	-4.1	1.8	-10.5
CCN(CC)CCNS(=O)(=O)c1ccc(Cl)cc1	0.1	-1.1	-5.3	-0.3	1.2	-16.0	4.1	-0.3	-4.0	7.6

Compounds above that have an aryl methoxy group:
SMILES	HSP90 inh	HSF1 inhib	Platelet DG rel	KLF5 inh	IEC-6 tox	aSyn 5UTR inh	HSF1 activator	GSK3beta inhib	Dyrk1A ADPGlo	GSK3A inh
COc1ccc(-c2ocnc2C(=O)NCc2nn(-c3ccccc3)nc2C)cc1	-0.3	.	.	-22.7	-10.0	.	.	-4.0	.	-2.1
COc1ccccc1CNC(=O)COc1ccccc1C	4.3	14.8	-12.4	-39.7	-5.3	-11.7	38.2	-1.5	.	1.0
COc1ccc(N=C2NC(=O)C(CO)(CO)S2)cc1	-0.7	-14.2	-1.2	-41.0	-6.2	4.6	-30.6	1.4	-7.5	-2.2
COc1ccc(Cl)cc1C(=O)Nc1cccnc1	3.6	-3.5	-2.5	-10.1	0.1	-14.8	-4.1	-5.8	4.9	2.2
CCOc1ccc2[nH]c(C(=O)N/N=C/c3ccccc3OC)cc2c1	2.5	-13.7	-0.2	59.9	47.7*	-116.2	-5.6	-5.9	6.0	-0.1
COc1ccc(N2CCN(C(=O)CCNC(=O)c3ccccc3)CC2)cc1	-3.7	1.6	7.8	-5.5	0.4	7.3	3.1	2.2	-1.6	-0.1
COc1ccccc1CNC(=O)Cc1ccc(OC)c(OC)c1	0.2	-2.4	-1.2	-12.5	-0.5	6.1	1.1	2.0	-6.6	-2.1
COc1ccc(CCN(C)c2ccc(S(=O)(=O)N3CCCC3)cc2[N+](=O)[O-])cc1OC	-1.5	3.9	-35.7	-20.9	6.4	7.9	19.9	1.7	3.2	-1.1

Compound activity (PubChem)
